UGM FP inh – M. tuberculosis UGM enzyme inhibitors, primary screen, biochemical, fluorescence polarization, single point | purified UGM, fluorescence polarization probe displacement | UDP-galactopyranose mutase (Mycobacterium tuberculosis (strain ATCC 25618 / H37Rv)), … | inhibition, % at 10 µM | AID 504406, 2011 | actives 0.06% (n = 320,000); in the data active = inhibition above about 10%, passing the limit was not always enough
Target sequence (P9WIQ1 whole entry, looked up): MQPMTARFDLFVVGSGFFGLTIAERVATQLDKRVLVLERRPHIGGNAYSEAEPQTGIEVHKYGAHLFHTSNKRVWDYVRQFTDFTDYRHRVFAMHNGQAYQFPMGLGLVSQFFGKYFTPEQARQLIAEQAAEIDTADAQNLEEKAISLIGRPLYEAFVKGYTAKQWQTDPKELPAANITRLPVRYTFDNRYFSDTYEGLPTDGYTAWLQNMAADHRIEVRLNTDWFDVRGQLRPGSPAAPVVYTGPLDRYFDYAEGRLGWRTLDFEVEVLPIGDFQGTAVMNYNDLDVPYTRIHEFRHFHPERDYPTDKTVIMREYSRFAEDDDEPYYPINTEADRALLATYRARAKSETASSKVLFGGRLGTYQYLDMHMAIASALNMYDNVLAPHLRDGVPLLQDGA
Mtb FBA inh – Mtb FBA enzyme inhibitors, primary screen, biochemical, fluorescence, strain H37Rv; Fructose-bisphosphate aldolase (Mycobacterium tuberculosis (strain ATCC 25618 / H37Rv)), …; purified M. tuberculosis FBA, fluorescence read-out; inhibition, % at 1 µM; actives 2.3% (n = 360,000); in the data active = inhibition above about 27%;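 note: 0% = vehicle and 100% = reference inhibitor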
Target sequence (P9WQA3 whole entry, looked up): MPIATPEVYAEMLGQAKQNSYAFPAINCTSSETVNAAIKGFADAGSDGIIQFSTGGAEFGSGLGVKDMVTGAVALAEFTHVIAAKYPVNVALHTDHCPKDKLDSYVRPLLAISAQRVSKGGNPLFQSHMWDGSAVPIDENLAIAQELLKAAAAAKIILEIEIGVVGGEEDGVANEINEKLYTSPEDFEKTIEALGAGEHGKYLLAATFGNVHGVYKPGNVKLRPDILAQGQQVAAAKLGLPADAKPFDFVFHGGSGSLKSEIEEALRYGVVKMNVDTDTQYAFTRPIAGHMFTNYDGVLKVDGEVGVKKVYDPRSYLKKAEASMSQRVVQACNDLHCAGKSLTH
Mtb BioA inh – M. tuberculosis BioA enzyme inhibitors, primary screen, biochemical, plate reader, single point, HTS | 7,8-diaminopelargonic acid synthase BioA (Mycobacterium tuberculosis) | purified M. tuberculosis BioA enzyme | inhibition, % at 9.99 µM | actives 0.096% (n = 360,000) | AID 602481, 2012; in the data active = inhibition above about 40%
CCHFV vOTU inh – CCHFV vOTU protease inhibitors, primary screen, biochemical, Pep-AMC substrate, fluorescence; Crimean-Congo hemorrhagic fever virus L polyprotein viral ovarian tumor (vOTU) protease …; inhibition, % at 11.5 µM; actives 0.55% (n = 370,000); note: 0% = vehicle wells with enzyme and 100% = no enzyme wells
FadD28 binding – inhibitors of FadD28 bisubstrate probe binding, primary screen, biochemical, fluorescence polarization, single point. inhibition, % at 12.5 µM. AID 588549, 2011. actives 0.22% (n = 360,000). Mycobacterium tuberculosis FadD28 fatty-acid-AMP ligase; in the data active = inhibition above about 8.5%, passing the limit was not always enough
PrPC TRFRET – inhibitors of human cell surface prion protein PrPC, primary screen, cell-based, TR-FRET; TR-FRET read-out; Major prion protein (Homo sapiens), P04156; AID 720596, 2013; actives 0.43% (n = 370,000); inhibition, % at 13.8 µM; in the data active = inhibition above about 24%; note: 0% = median of the test wells and 100% = reference compound wells
GDH-TPI counter – GDH-TPI coupling enzyme inhibitors, primary screen, artefact control for M. tuberculosis FBA inhibitor project, biochemical, absorbance, full deck. GDH-TPI coupled enzyme counterscreen, NADH absorbance. AID 588335, 2011. inhibition, % at 4.8 µM. actives 1.2% (n = 360,000);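 note: 0% = DMSO wells and 100% = wells lacking the enzyme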
BoNT A protease – BoNT/A light chain protease inhibitors, primary screen, biochemical, flow cytometry, MLPCN library | multiplex microsphere protease substrate cleavage | inhibition, % at 10 µM | actives 0.17% (n = 360,000); in the data active = inhibition above about 30%; note: plate controls were buffer without enzyme for full effect and enzyme alone for no effect
BoNT F protease – BoNT/F light chain protease inhibitors, primary screen, biochemical, flow cytometry, MLPCN library; actives 0.22% (n = 360,000); AID 588497, 2011; Multiplex microsphere protease cleavage assay; inhibition, % at 10 µM; Botulinum neurotoxin type F light chain protease (Clostridium botulinum); in the data active = inhibition above about 35%, passing the limit was not always enough; note: plate controls were buffer without enzyme for full effect and enzyme alone for no effect
* hit, by the source's call; / = no result given. Cut-off read from the data, not from the text of the source, unless noted: active = inhibition above about 30%; inactive = the rest.

No.	Structure	UGM FP inh	Mtb FBA inh	Mtb BioA inh	CCHFV vOTU inh	FadD28 binding	PrPC TRFRET	GDH-TPI counter	BoNT A protease	BoNT F protease
1	CC(=O)Nc1ccc(NC(=O)CCS(=O)(=O)c2ccc3c(c2)oc(=O)n3C)cc1	-1.8	0	/	-2	-2.2	4	-7	-1.7	0
2	Cc1cccc(C(=O)NC(C(=O)Nc2nc(-c3ccccn3)cs2)C(C)C)c1 (stereo not drawn)	-1.7	-1	/	1	-9.5	3	-2	-1.7	-2
3	Cc1ccc(-c2csc(Cc3nc(-c4ccc5c(c4)CCC(=O)N5)cs3)n2)cc1	-0.1	-1	0.3	7	-2.5	1	0	0.5	5
4	OCC1CCN(Cc2nc(Cc3ccccc3Cl)no2)CC1	0.9	-3	/	19	0.3	7	-4	0.4	0
5	CN(C(=O)COC(=O)c1ccccc1C(=O)N1CCN(c2ccccc2)CC1)c1ccccc1	0.6	1	0.7	-1	1.1	-4	12	-0.7	-4
6	Cc1cc(Cl)c(OCCOCCN2CCN(C)CC2)c(Br)c1	1.0	1	0.2	-14	0.0	4	2	2.9	-27
7	C/C(CC(=O)Nc1c(C)cc(C)cc1C)=N\NC(=O)c1cnccn1	-0.3	4	1.4	-11	0.0	1	11	0.0	1
8	N#Cc1cc2c([nH]c1=O)CCCC2	-1.0	68*	-3.1	-86	-2.6	6	5	-0.8	-8
9	CCCOc1ccc(/C(O)=C2/C(=O)C(=O)N(CCN(C)C)C2c2ccc(OC)c(OC)c2)cc1 (stereo not drawn)	-0.8	3	-0.3	6	-0.2	3	24	0.0	12
10	Cc1ccc(S(=O)(=O)N2CCN(C(=O)c3cc4c(C)nn(-c5ccccc5)c4s3)CC2)cc1	2.1	0	-1.3	-13	-3.3	6	8	-0.3	-10
11	COC(=O)CC1SC(=O)NC1=Nc1ccc(OC)cc1 (stereo not drawn)	2.2	-3	0.6	2	-4.4	7	-2	0.1	0
12	COc1cc(NS(=O)(=O)c2ccccc2)ccc1-n1nc(C)cc1C	-1.0	1	-0.5	7	-4.8	-2	-13	6.2	6

Compounds 7 to 10, quoted:
No.	Structure	UGM FP inh	Mtb FBA inh	Mtb BioA inh	CCHFV vOTU inh	FadD28 binding	PrPC TRFRET	GDH-TPI counter	BoNT A protease	BoNT F protease
7	C/C(CC(=O)Nc1c(C)cc(C)cc1C)=N\NC(=O)c1cnccn1	-0.3	4	1.4	-11	0.0	1	11	0.0	1
8	N#Cc1cc2c([nH]c1=O)CCCC2	-1.0	68*	-3.1	-86	-2.6	6	5	-0.8	-8
9	CCCOc1ccc(/C(O)=C2/C(=O)C(=O)N(CCN(C)C)C2c2ccc(OC)c(OC)c2)cc1 (stereo not drawn)	-0.8	3	-0.3	6	-0.2	3	24	0.0	12
10	Cc1ccc(S(=O)(=O)N2CCN(C(=O)c3cc4c(C)nn(-c5ccccc5)c4s3)CC2)cc1	2.1	0	-1.3	-13	-3.3	6	8	-0.3	-10

The listing continues:
No.	Structure	UGM FP inh	Mtb FBA inh	Mtb BioA inh	CCHFV vOTU inh	FadD28 binding	PrPC TRFRET	GDH-TPI counter	BoNT A protease	BoNT F protease
13	CCSc1nnc([C@@H](N)Cc2ccccc2)o1	-4.0	-2	-0.2	-9	-2.1	2	-4	-3.6	-5
14	C[C@H]1CC[C@]2(O[C@@H](CCO)C[C@@H](O)[C@@H]2O)O1	-2.1	3	-0.6	10	-0.4	-4	10	-0.4	-12
15	COc1ccc(NC(=O)CN2C(=O)CSC(C)C2=O)c(OC)c1 (stereo not drawn)	-1.0	-2	-1.4	2	-3.5	0	2	-3.9	-10
16	FC(F)(F)c1cc(Cl)c2nnc(C(F)(F)Cl)n2c1	-0.9	13	/	-9	-0.3	6	8	-0.5	-1
17	CC(C#Cc1c([C@@H](C)Oc2ccccc2)nnn1Cc1ccccc1)Oc1ccccc1 (stereo partly drawn)	-1.6	3	0.2	1	-4.1	-1	4	-0.1	-1
18	Cn1nccc1C(=O)N1CCc2c([nH]c3ccccc23)C1c1ccc(F)cc1 (stereo not drawn)	0.8	1	2.0	-4	1.3	11	2	0.0	-5
19	N=c1c(S(=O)(=O)c2ccccc2)cc2c(=O)n3ccccc3nc2n1C1CCCCC1	/	2	-2.5	19	-2.2	5	10	-0.4	-4
20	CC1CCCN(C(=O)CCl)C1 (stereo not drawn)	0.7	-6	-0.5	-4	-2.7	3	5	-0.5	-6
21	OC(Cc1ccncc1)c1ccccc1Cl (stereo not drawn)	/	1	/	2	-0.3	3	0	-0.7	-6
22	Nc1nc[nH]c(=O)c1N=Cc1ccccc1	1.1	3	15	-14	-2.6	0	-5	0.4	0
23	COc1cc(C)c(NC(=O)C2CCN(S(=O)(=O)c3cccs3)CC2)cc1OC	1.5	4	-0.1	7	-1.2	0	9	0.1	1
24	CCOc1ccc(NC(=O)CN2C(=O)COc3ccc(Cl)cc32)cc1	3.9	0	-0.4	-4	-0.4	4	1	-0.4	-6

Additional results.
No.	Structure	UGM FP inh	Mtb FBA inh	Mtb BioA inh	CCHFV vOTU inh	FadD28 binding	PrPC TRFRET	GDH-TPI counter	BoNT A protease	BoNT F protease
25	COc1cccc(Cn2c(=O)c3ccccc3n3nc(C)cc23)c1	/	5	/	1	-4.8	8	-4	-1.0	2
26	CC(C)NC(=O)CSc1nnc(C2CC2)n1-c1ccccc1	-3.6	0	0.0	-8	-3.4	3	4	-0.1	8
27	Cc1nn(CCO)c2nc(-c3cccs3)cc(C(F)(F)F)c12	0.8	100*	/	-78	-1.3	-8	24	2.4	8
28	Cc1cc(OC(C)C(=O)N2C[C@H]3C[C@@H](C2)c2cccc(=O)n2C3)c2c(C)c(C)c(=O)oc2c1 (stereo partly drawn)	1.0	24	2.9	-6	-0.9	-8	16	0.7	1
29	CCOC(=O)N1CCN(C(=O)CN(Cc2ccc(Cl)cc2)S(C)(=O)=O)CC1	-0.6	2	2.1	-3	-3.8	-1	0	0.4	6
30	CCOC(=O)C1CCCN(c2c(NCCCN(C)Cc3ccccc3)c(=O)c2=O)C1 (stereo not drawn)	-4.4	-1	-0.6	-14	-0.4	-2	13	-0.5	-11
31	O=C(NCc1ccc(F)cc1)C(Cc1ccccc1)n1cccc1 (stereo not drawn)	-1.6	-4	-0.7	21	-3.3	8	9	-0.7	-4
32	CC(C)Cc1cc(C(=O)Nc2cc(Cl)ccc2Cl)no1	0.6	6	-5.7	5	0.3	-8	17	-0.8	-12
33	CCS(=O)(=O)N1CCc2cc(OC)c(OC)cc2C1	-0.3	-2	/	-7	-1.8	-7	-8	0.4	11
34	Clc1ccc2oc(-c3ccccc3)cc(=NCCCN3CCOCC3)c2c1	/	3	/	12	-0.7	3	15	-0.5	-4
35	O=C(CN1CCOc2ccccc21)NC1CCN(Cc2ccccc2)CC1	1.0	1	0.6	12	-3.0	-4	-2	-0.8	-3
36	c1ccc(CN2CCN(c3nc4ccccc4n4cnnc34)CC2)cc1	0.9	0	-1.0	1	-3.6	-2	8	-0.3	-12

The list goes on.
No.	Structure	UGM FP inh	Mtb FBA inh	Mtb BioA inh	CCHFV vOTU inh	FadD28 binding	PrPC TRFRET	GDH-TPI counter	BoNT A protease	BoNT F protease
37	COCCCNC(=O)NC(=O)c1ccccc1	1.2	6	/	-4	2.0	7	0	-0.7	0
38	CCOc1ccc2c(c1)sc1nc(C(=O)OC)cc(=O)n12	-0.7	1	1.2	-22	0.8	3	10	/	/
39	O=C(O)/C(=C\c1cccs1)c1ccccc1	-1.0	-1	/	-2	-2.6	4	3	-1.6	8
40	O=C1c2ccc(-c3ccc(F)cc3OCc3ccccc3)cc2S(=O)(=O)c2cccc(C(=O)N3CCN(c4ncc(Br)cn4)CC3)c21	-1.6	6	-1.4	15	-0.8	-12	19	-0.1	4
41	O=C(NCCCN1CCOCC1)c1cc(-c2ccc(F)cc2)no1	-1.3	2	0.1	3	-2.9	0	-15	1.2	3
42	OCC1OC(n2cnc3c(NCc4ccccc4O)ncnc32)C(O)C1O (stereo not drawn)	/	0	/	11	-2.0	1	6	0.4	-6
43	O=C(NC1CCN(Cc2ccc(Cl)cc2Cl)CC1)c1ccccc1	-2.4	2	-0.3	3	/	-3	11	-1.1	6
44	CCOC(=O)/C(CCCN(CC)CC)=N\O	-1.3	2	0.1	9	-4.7	-1	0	-0.3	1
45	Clc1ccc(OCc2cc(-c3ccccc3)no2)cc1Cl	-1.3	-2	/	-5	-3.9	6	-2	-0.6	-4
46	N#Cc1ccc(NC(=O)CN2C(=O)NC3(CCCC3)C2=O)cc1Cl	-1.6	0	0.4	10	-2.1	7	11	-2.5	-18
47	COc1ccc(CCN2CC(C(=O)NCc3cccc4[nH]ccc34)CCC2=O)cc1 (stereo not drawn)	0.8	3	0.5	15	-1.0	1	6	1.5	-1
48	COCCN(C(=O)CSc1nnc(-c2cccc(C)c2)n1C)c1c(N)n(Cc2ccccc2)c(=O)[nH]c1=O	-0.1	0	/	19	1.2	-12	12	-2.2	-11

Next records.
No.	Structure	UGM FP inh	Mtb FBA inh	Mtb BioA inh	CCHFV vOTU inh	FadD28 binding	PrPC TRFRET	GDH-TPI counter	BoNT A protease	BoNT F protease
49	Cn1c(=O)c2c(nc(NCCO)n2CCc2ccccc2)n(C)c1=O	2.5	0	/	3	0.0	13	13	-1.1	-6
50	CC1(C)N=C(c2ccccc2)C(=O)N1	1.8	-1	1.7	-12	0.6	-8	0	2.5	3
51	O=C(NC1CN2CCC1CC2)c1ccc(-c2ccc([N+](=O)[O-])cc2)o1 (stereo not drawn)	-3.4	-1	/	6	-1.0	-25	18	12	-20
52	CN1CCN(c2ccncc2S(=O)(=O)N2CCCCC2)CC1	-0.8	6	-1.6	-14	0.9	-3	15	1.0	9
53	Cc1sc(N)c(C#N)c1C	2.3	1	1.6	-15	-1.6	4	7	0.2	-2
54	CCC(CC)C(=O)OCC(=O)Nc1cccc([N+](=O)[O-])c1	0.8	-1	3.6	-3	-0.9	-8	2	-0.5	2
55	COC(=O)c1cc(CN2C(=O)c3ccccc3C2=O)c(O)c([N+](=O)[O-])c1	3.3	1	-0.7	8	0.9	-9	9	0.1	21
56	COc1ccc(OC)c(-n2c(C)cc(C=O)c2C)c1	2.3	1	0.8	6	-2.3	3	-3	-0.3	1
57	Cc1ccc(OCC(=O)NCCNC(=O)c2ccccn2)cc1	2.1	0	3.5	-17	0.0	2	-2	-1.7	-35
58	CCC1=NN(C(=O)c2ccc(Cl)cc2)C(O)(c2ccccc2)C1 (stereo not drawn)	-0.7	-6	0.1	0	-2.2	9	-9	-2.6	12
59	COc1ccc(-c2nnc(OCc3ccccc3)c3ccccc23)cc1	1.3	1	6.4	5	-3.3	8	-4	-0.5	-9
60	Cc1cc(NC(=O)c2cc(Cl)ccc2Cl)no1	-0.9	-1	-1.7	-9	-1.7	6	-2	-0.4	2
